Screens from PubChem.
KOR beta-arrestin-1 = KOR antagonists, beta-arrestin recruitment, cell-based, luminescence, uHTS (AID 1778); KOR beta-arrestin recruitment, luminescence, antagonist mode; higher % means a stronger effect; inhibition, % at 10 µM, or IC50 in µM where a hit was titrated; actives 0.091% (n = 290,000); further: strong numbers were not always called active
LYP phosphatase = inhibitors of LYP phosphatase, biochemical, fluorescence intensity, uHTS (AID 1779); actives 0.054% (n = 290,000); inhibition, % at 11.5 µM, or IC50 in µM where a hit was titrated; recombinant LYP phosphatase, fluorescence intensity; higher % means a stronger effect;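 further: plate controls were vehicle with enzyme for no effect and no enzyme for full effect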
KOR beta-arrestin-2 = KOR agonists, beta-arrestin recruitment, primary screen, cell-based, luminescence, uHTS (AID 1777); KOR beta-arrestin recruitment, luminescence; higher % means a stronger effect; activation, % at 10 µM, or EC50 in µM where a hit was titrated; actives 0.02% (n = 280,000); in the data active means activation above about 50%, passing the limit was not always enough; further: a part of the inactive calls stands beside numbers as strong as those of hits
XIAP displacement = small molecules displacing peptide from XIAP – biochemical, IAP family, fluorescence polarization (AID 1018); XIAP BIR domain, fluorescence polarization peptide displacement; higher % means a stronger effect; one-dose displacement, % at 20 µM; IC50 in µM for titrated hits; actives 0.007% (n = 200,000); in the data active means displacement above about 50%; further: a part of the inactive calls stands beside numbers as strong as those of hits
TNAP activators = stimulation of alkaline phosphatase TNAP activity – biochemical, luminescent, no phosphate acceptor, uHTS, primary screen (AID 1001) | purified TNAP, luminescent activation assay, no phosphate acceptor; higher activation fold means a stronger effect | activation fold at 20 µM; hits with a dose series show EC50 in µM | actives 0.03% (n = 200,000); in the data active means activation fold from about 3, or a potency from the dose series; inactive means the rest, 99 in 100 with activation fold below about 1.6; further: many of its hits are not listed in these tables
human PMI inhibitors = human PMI inhibitors, high substrate, primary screen, biochemical, fluorescence intensity, high mannose 6-phosphate (AID 1220). actives 0.66% (n = 190,000). inhibition, % at 20 µM, or IC50 in µM where a hit was titrated. recombinant PMI enzyme, coupled fluorescence intensity; higher % means a stronger effect
PMI inhibitors = inhibitors of human PMI, primary screen, biochemical, fluorescence intensity, coupled assay (AID 1209). purified PMI enzyme, coupled fluorescence intensity; higher % means a stronger effect. inhibition, % at 20 µM, or IC50 in µM where a hit was titrated. actives 0.42% (n = 190,000);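 further: plate controls were DMSO vehicle for no effect and wells lacking substrate for full effect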
NOD1 NF-kB reporter = NOD1 signaling inhibitors, primary screen, cell-based, luminescence, uHTS (AID 1578) | actives 1% (n = 290,000) | inhibition, % at 4 µM, or EC50 in µM where a hit was titrated | NOD1-driven NF-kB luciferase reporter cells, luminescence; higher % means a stronger effect; in the data active means inhibition mostly above about 36%, no sharp cut-off; inactive means mostly below about 34%;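 further: HEK-293T reporter cells stimulated with the NOD1 agonist gamma-tri-DAP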
NOD2 inhibition = NOD2 signaling inhibitors, cell-based, luminescence, uHTS, HEK293 (AID 1566). HEK293 NOD2/NF-kB luciferase reporter, luminescence; higher % means a stronger effect. one-dose inhibition, % at 4 µM; EC50 in µM for titrated hits. actives 0.63% (n = 290,000); further: many of its hits are not listed in these tables
An asterisk follows results filed as active; . = no result given; [ ] = another dose, or the depositor's remark. Unless noted, no stated cut-off is given here; in the data, active means inhibition above about 50%; inactive means the rest.

Letter code: A = KOR beta-arrestin-1; B = LYP phosphatase; C = KOR beta-arrestin-2; D = XIAP displacement; E = TNAP activators; F = human PMI inhibitors; G = PMI inhibitors; H = NOD1 NF-kB reporter; I = NOD2 inhibition
CC(=N/O)/C(=N\O)c1ccc(C)o1
  A: -4%	B: -10%	C: -1.5%	D: -5.8%	E: 1.1	F: 10%	G: 9%	H: 1%	I: 1%
CC(=O)NC1C(=O)N(CC(C)C)c2ccccc21 (stereo not given)
  A: 14%	B: -8%	C: 1.1%	D: -1.1%	E: 1.1	F: -6%	G: 0%	H: 20%	I: 5%
Cc1cc(C(=O)OCCO)c(C#N)c(N)n1
  A: 8%	B: -17%	C: -0.8%	D: -7.7%	E: 1.1	F: -9%	G: -6%	H: .	I: 14%
COc1cccc(NC(=O)c2ccc(S(=O)(=O)N3CCCCC3)cc2)c1
  A: -1%	B: 2%	C: -1.9%	D: -0.6%	E: 1.1	F: 13%	G: 14%	H: -7%	I: 16%
COc1ccc(Nc2nc(N)nc(CSC(=S)N3CCN(c4ccccc4)CC3)n2)cc1
  A: 23%	B: 6%	C: 0.7%	D: -4.7%	E: 1.2	F: 1%	G: 10%	H: -12%	I: -7%
COCCN1CCC(CNCc2cn(-c3cc(C)ccc3C)nc2-c2ccccc2)C1 (stereo not given)
  A: -3%[20 µM]	B: -10%	C: -3.0%	D: 0.2%	E: 1.2	F: 4%	G: 10%	H: -10%	I: 11%
COc1ccc2c(c1OC)C(=O)N1N=C(c3ccc(F)cc3)CC21 (stereo not given)
  A: 2%	B: -7%	C: -5.4%	D: 4.1%	E: 1	F: -5%	G: -10%	H: -17%	I: 11%
Cc1onc(-c2c(F)cccc2Cl)c1C(=O)N1CCOC12CCCCC2
  A: -3%	B: -7%	C: -2.8%	D: -4.2%	E: 1.1	F: -2%	G: -1%	H: -10%	I: 23%
CCC(C)NC(=O)Cn1cc(S(=O)(=O)N2CCCC2)c(S(=O)(=O)N2CCCC2)c1 (stereo not given)
  A: 6%	B: -16%	C: 1.6%	D: .	E: .	F: .	G: .	H: 3%	I: 8%
O=C(CSc1cn(CC(=O)N2CCCCCC2)c2ccccc12)NCC1CCCO1 (stereo not given)
  A: -23%	B: -6%	C: -1.5%	D: -4.0%	E: 1	F: -2%	G: 3%	H: -35%	I: -2%
O=C(Nc1cccc([N+](=O)[O-])c1)N1CCCc2ccccc21
  A: -3%	B: -6%	C: -1.9%	D: .	E: .	F: .	G: .	H: 4%	I: 4%
CN1CCN(S(=O)(=O)c2ccc(N)cc2)CC1
  A: 21%	B: -7%	C: -0.6%	D: -5.7%	E: 1.1	F: -5%	G: -4%	H: 5%	I: 20%
COc1ccc(N2C(=O)CC(NCc3ccncc3)C2=O)cc1 (stereo not given)
  A: 25%	B: -1%	C: -4.7%	D: -0.8%	E: 1.1	F: -11%	G: -19%	H: 2%	I: -9%
CCS(=O)(=O)c1ccc(S(=O)(=O)CC)s1
  A: 25%	B: -7%	C: -2.1%	D: -8.8%	E: 1.1	F: 16%	G: 15%	H: -7%	I: -1%
O=C(O)C1CCCN(S(=O)(=O)c2ccc(F)cc2)C1 (stereo not given)
  A: 14%	B: -3%	C: .	D: -5.9%	E: 1.1	F: 14%	G: 16%	H: -19%	I: 4%
Cn1ncc(Br)c1C(=O)N/N=C/c1cccc(OC2CSC2)c1
  A: -16%	B: -4%	C: -1.6%	D: -4.2%	E: 1.1	F: 6%	G: 0%	H: 60%*	I: -11%
Cc1sc2nc(CC(N)=O)[nH]c(=O)c2c1-c1ccccc1
  A: 8%	B: -11%	C: -3.2%	D: -4.9%	E: 1.1	F: -5%	G: -10%	H: -12%	I: 6%
O=c1[nH]c(/C=C/c2ccc(Br)cc2)nc2c1cnn2-c1ccccc1
  A: -35%[20 µM]	B: -9%	C: -7.9%	D: -2.4%	E: 2	F: -5%	G: 10%	H: -27%	I: 7%
Cc1ccc(S(=O)(=O)N/N=C\c2cn(-c3ccccc3)nc2-c2ccccc2)cc1
  A: -39%	B: -2%	C: 14%	D: -1.6%	E: 1	F: 5%	G: 10%	H: -4%	I: -32%
CCOc1ccccc1CN1CCN(S(C)(=O)=O)CC1
  A: 7%	B: -7%	C: -0.6%	D: -14%	E: 1.1	F: -5%	G: 4%	H: -1%	I: 19%
COc1ccc(OC)c(C2=NOC(C(=O)NCc3ccco3)C2)c1 (stereo not given)
  A: -52%	B: -10%	C: -8.9%	D: -6.2%	E: 1.3	F: -10%	G: -2%	H: -4%	I: 4%
COc1ccc(NC(=S)NC(=O)c2csnn2)cc1
  A: -14%	B: 1%	C: -0.9%	D: -3.8%	E: 1.1	F: -7%	G: -1%	H: -16%	I: 13%
COc1ccc(NC(=O)N(Cc2ccc(C)cc2)Cc2cccnc2)c(OC)c1
  A: -8%	B: -6%	C: 2.6%	D: -0.3%	E: 1.1	F: 5%	G: 6%	H: -5%	I: 14%
CCCc1cc(Nc2c(C)n(C)n(-c3ccccc3)c2=O)n2c(nc3ccccc32)c1C#N
  A: -7%	B: -1%	C: -1.2%	D: -9.0%	E: 1.1	F: -5%	G: 6%	H: -15%	I: 12%
CCOc1cc(C(=O)Nc2ccc(S(=O)(=O)N3CCOCC3)cc2)cc(OCC)c1OCC
  A: -14%	B: -13%	C: 3.6%	D: -7.0%	E: 1.1	F: -12%	G: -10%	H: -18%	I: -3%

Given with each value named: entries from further up
Cc1sc2nc(CC(N)=O)[nH]c(=O)c2c1-c1ccccc1
  KOR beta-arrestin-1: 8%
  LYP phosphatase: -11%
  KOR beta-arrestin-2: -3.2%
  XIAP displacement: -4.9%
  TNAP activators: 1.1
  human PMI inhibitors: -5%
  PMI inhibitors: -10%
  NOD1 NF-kB reporter: -12%
  NOD2 inhibition: 6%

O=c1[nH]c(/C=C/c2ccc(Br)cc2)nc2c1cnn2-c1ccccc1
  KOR beta-arrestin-1: -35%[20 µM]
  LYP phosphatase: -9%
  KOR beta-arrestin-2: -7.9%
  XIAP displacement: -2.4%
  TNAP activators: 2
  human PMI inhibitors: -5%
  PMI inhibitors: 10%
  NOD1 NF-kB reporter: -27%
  NOD2 inhibition: 7%

Cc1ccc(S(=O)(=O)N/N=C\c2cn(-c3ccccc3)nc2-c2ccccc2)cc1
  KOR beta-arrestin-1: -39%
  LYP phosphatase: -2%
  KOR beta-arrestin-2: 14%
  XIAP displacement: -1.6%
  TNAP activators: 1
  human PMI inhibitors: 5%
  PMI inhibitors: 10%
  NOD1 NF-kB reporter: -4%
  NOD2 inhibition: -32%

CCOc1ccccc1CN1CCN(S(C)(=O)=O)CC1
  KOR beta-arrestin-1: 7%
  LYP phosphatase: -7%
  KOR beta-arrestin-2: -0.6%
  XIAP displacement: -14%
  TNAP activators: 1.1
  human PMI inhibitors: -5%
  PMI inhibitors: 4%
  NOD1 NF-kB reporter: -1%
  NOD2 inhibition: 19%

Following part
Letter code: A = KOR beta-arrestin-1; B = LYP phosphatase; C = KOR beta-arrestin-2; D = XIAP displacement; E = TNAP activators; F = human PMI inhibitors; G = PMI inhibitors; H = NOD1 NF-kB reporter; I = NOD2 inhibition
CCOC(=O)CNc1nc(Oc2ccc(=O)n(C)n2)nc(N(CC)CC)n1
  A: 13%	B: -6%	C: -2.0%	D: -1.3%	E: 1.1	F: 4%	G: 2%	H: -37%	I: 20%
C[C@H](NC(=O)c1ccccc1)C(=O)N1CCC2(CC1)NCCc1[nH]cnc12
  A: -42%	B: -8%	C: -3.6%	D: .	E: .	F: .	G: .	H: -10%	I: 17%
Cc1cc(C(=O)N/N=C2\CC(=O)CC(C)(C)C2)n[nH]1
  A: -26%	B: -5%	C: 2.1%	D: -2.0%	E: 1	F: -1%	G: -4%	H: 4%	I: 0%
CCOC(=O)c1c(NC(=O)C2CCCO2)sc(C(N)=O)c1C (stereo not given)
  A: 22%	B: -4%	C: 0.8%	D: -6.7%	E: 0.8	F: 6%	G: -2%	H: -5%	I: -26%
COc1cc(NC(=O)CN2C(=O)NC(c3ccccc3)(c3ccccc3)C2=O)c(C)cc1[N+](=O)[O-]
  A: 0%	B: 5%	C: -4.5%	D: 0.4%	E: 1	F: 11%	G: 18%	H: -12%	I: -10%
CCCSc1cc(N)cc([N+](=O)[O-])c1
  A: 16%	B: -5%	C: -1.3%	D: -1.6%	E: 1.1	F: 11%	G: 9%	H: -15%	I: 15%
COc1ccccc1NC(=O)Cn1c(=O)oc2ccccc21
  A: 26%	B: -7%	C: -3.6%	D: -1.2%	E: 1.1	F: 7%	G: -2%	H: -16%	I: 6%
CC(=O)Nc1cccc(C(=O)NC2CCCc3c2cnn3-c2cc(C)cc(C)c2)c1 (stereo not given)
  A: -22%	B: -6%	C: 6.5%	D: .	E: .	F: .	G: .	H: 8%	I: 7%
CCC(NC(=O)c1ccccc1NC(=O)c1ccccc1)C(=O)O (stereo not given)
  A: -17%	B: -3%	C: 6.9%	D: -1.4%	E: 1	F: -16%	G: -13%	H: -5%	I: -7%
COc1ccc2c(CCNC(=O)CN3C(=O)c4ccccc4C3=O)c[nH]c2c1
  A: .	B: -1%	C: 6.1%	D: -1.1%	E: 1.2	F: -1%	G: 8%	H: -35%	I: 12%
CC(C)N(C)Cc1nnnn1CC(=O)N(C)Cc1cccc(Cl)c1
  A: -2%	B: -9%	C: 7.7%	D: .	E: .	F: .	G: .	H: -14%	I: -1%
CC1(C)Cc2c(C#N)c(SCc3ccccc3)nc(N3CCOCC3)c2CO1
  A: -53%	B: 3%	C: 4.1%	D: -3.3%	E: 0.9	F: 12%	G: 6%	H: 1%	I: -15%
O=C(O)c1cccc(S(=O)(=O)N2CCc3ccccc3C2)c1
  A: 2%	B: -6%	C: 4.3%	D: .	E: .	F: .	G: .	H: 31%	I: 0%
COc1ccccc1CN1CC(C(=O)NCCN2CCNC2=O)CCC1=O (stereo not given)
  A: -48%	B: -11%	C: 0.4%	D: .	E: .	F: .	G: .	H: -26%	I: 1%
Cc1cc(Cl)c(S(=O)(=O)Nc2cccc(O)c2)cc1OCC(N)=O
  A: -8%	B: -5%	C: 14%	D: -3.1%	E: 1.1	F: 3%	G: 4%	H: -4%	I: 7%
O=C(Nc1ccc([N+](=O)[O-])cc1Br)c1cc2ccccc2nc1Cl
  A: -15%	B: -7%	C: 4.4%	D: .	E: .	F: .	G: .	H: -10%	I: -18%
COc1cc(NC(=O)Cn2nc(C(F)(F)F)c(Br)c2C)cc([N+](=O)[O-])c1
  A: 13%	B: 2%	C: 16%	D: -2.7%	E: 1.2	F: 4%	G: 11%	H: -12%	I: -10%
CCOC(=O)c1cnc2c(OC)cccc2c1N1CCN(c2ccccc2OC)CC1
  A: -23%	B: -3%	C: 3.3%	D: -1.2%	E: 1.1	F: 10%	G: 14%	H: -32%	I: -5%
Cc1cc(N/N=C/c2ccccc2)nc(N)n1
  A: 9%	B: -4%	C: 1.4%	D: .	E: .	F: .	G: .	H: -1%	I: 8%
O=C(CNC(=S)N(Cc1ccccc1)Cc1ccccc1F)NCCc1ccccc1
  A: 1%	B: 2%	C: 6.8%	D: -1.8%	E: 1.2	F: -2%	G: 6%	H: 4%	I: -22%
Cc1ccc(C)c(N2CCN(C(=O)c3nn(C)c4c3CS(=O)(=O)c3ccccc3-4)CC2)c1
  A: -40%	B: -4%	C: -2.1%	D: .	E: .	F: .	G: .	H: 9%	I: 15%
CN(C)/C=N/c1ncn(-c2ncc(C(F)(F)F)cc2Cl)n1
  A: 10%	B: -5%	C: -2.5%	D: 2.2%	E: 1.1	F: 6%	G: -1%	H: -16%	I: -29%

Not all compounds are listed. The share of hits here may be higher or lower than overall.
